Assay outcomes (PubChem BioAssay)
SUMO1 PPI mod: modulators of SUMO1 protein-protein interactions, primary screen, biochemical, uHTS; Small ubiquitin-related modifier 1 (Homo sapiens), P63165; SUMO1 binding to a labelled peptide, TR-FRET, 1 h; inhibition, % at 20 µM; 360,000 compounds, 0.33% hits; in the data active = inhibition above about 37%
Target sequence (P63165 whole entry, looked up): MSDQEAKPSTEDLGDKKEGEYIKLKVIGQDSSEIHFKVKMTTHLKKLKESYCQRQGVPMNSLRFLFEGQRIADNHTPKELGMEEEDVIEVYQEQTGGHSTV
Tb MetRS inh: T. brucei MetRS inhibitors, primary screen, biochemical, luminescence. purified T. brucei MetRS, ATP depletion, Kinase-Glo luminescence. inhibition, % at 11.9 µM. 360,000 compounds, 0.4% hits. AID 624268, 2012;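 active = inhibition above a per-plate cutoff of the control wells' mean inhibition plus 3 SD, cut at about 5.5% in these data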;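 also: 0% = DMSO wells median and 100% = median of wells with control inhibitor compound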
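Assay system: T. brucei methionyl-tRNA synthetase, purified | Medium: HEPES buffer with MgCl2, KCl, DTT, spermine, BSA, pyrophosphatase | Compound: 11.9 µM single point | Incubation: 15 min enzyme-compound preincubation, 2 h reaction, 10 min detection, 25 °C | Measured by: Kinase-Glo luciferase luminescence reporting remaining unconsumed ATP | Measure: % inhibition normalized to control-well medians | Replication: Singlicate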
CSN deneddyl inh: inhibitors of CSN-mediated cullin deneddylation, primary screen, biochemical, fluorescence polarization, uHTS; COP9 signalosome complex subunit 5 (Homo sapiens), Q92905; Purified CSN, SCF-Nedd8-OG deneddylation; inhibition, % at 12.5 µM; 360,000 compounds, 0.38% hits;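 active = pattern-corrected inhibition above about 35%, with an unprinted fluorescence ratio check between 0.5 and 1.5, limit read from the data, passing the limit was not always enough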;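 also: 0% = enzyme with substrate and 100% = substrate without enzyme; some results filed as inactive read as strong as hits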
Target sequence (Q92905 whole entry, looked up, one chain of several): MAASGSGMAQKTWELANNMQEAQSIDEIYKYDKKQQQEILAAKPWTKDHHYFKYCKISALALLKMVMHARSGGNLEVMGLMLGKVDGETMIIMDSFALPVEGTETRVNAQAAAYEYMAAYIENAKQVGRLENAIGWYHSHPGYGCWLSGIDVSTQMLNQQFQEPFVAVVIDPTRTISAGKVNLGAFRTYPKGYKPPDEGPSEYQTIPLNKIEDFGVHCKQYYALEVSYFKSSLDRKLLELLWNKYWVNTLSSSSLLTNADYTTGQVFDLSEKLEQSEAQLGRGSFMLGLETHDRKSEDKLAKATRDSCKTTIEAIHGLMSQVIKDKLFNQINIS
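test system = HEK293T-derived human Csn5 enzyme | amount = 0.24 nM Csn5 enzyme, final concentration | medium = Tris/NaCl/DTT buffer, pH 7.5 | schedule = 90 min reaction at room temperature | signal = FP | evaluation = inhibition of Csn5 cleavage, % | compound dosing = single dose of 12.5 µM compound with 0.25% DMSO | probe or stimulus = 10 nM SCFSkp2-Nedd8OG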
NadD inh: inhibitors of S. aureus NadD, primary screen, biochemical, colorimetric, uHTS; Nicotinate-nucleotide adenylyltransferase NadD (Staphylococcus aureus N315); purified NadD enzyme, colorimetric absorbance read-out; inhibition, % at 20 µM; 360,000 compounds, 0.78% hits; AID 602399, 2012; in the data active = inhibition above about 26%; also: some compounds past the cut are filed as inactive
PABP1 MLLE inh: inhibitors of PABP1 MLLE–PAM2 peptide binding, primary screen, biochemical, fluorescence polarization, FITC-PAM2, GST-MLLE; Polyadenylate-binding protein 1 (Homo sapiens), P11940; inhibition, % at 20 µM; 360,000 compounds, 0.36% hits; AID 588489, 2011; in the data active = inhibition above about 35%, passing the limit was not always enough;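 also: plate controls were DMSO wells with GST-MLLE for no effect and wells lacking GST-MLLE protein for full effect; some results filed as inactive read as strong as hits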
Rpn11 block: Rpn11 (PSMD14) deubiquitinase inhibitors, primary screen, biochemical, fluorescence polarization, uHTS; human 26S proteasome, Ub4-pepOG fluorescence polarization; 20S core pre-blocked with epoxomicin; calls only at 20 µM; 360,000 compounds, 0.59% hits; AID 588493, 2011;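 active = inhibition at 20 µM, scaled to each plate's controls, above about 33%, limit read from the data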
Target sequence (O00487 whole entry, looked up): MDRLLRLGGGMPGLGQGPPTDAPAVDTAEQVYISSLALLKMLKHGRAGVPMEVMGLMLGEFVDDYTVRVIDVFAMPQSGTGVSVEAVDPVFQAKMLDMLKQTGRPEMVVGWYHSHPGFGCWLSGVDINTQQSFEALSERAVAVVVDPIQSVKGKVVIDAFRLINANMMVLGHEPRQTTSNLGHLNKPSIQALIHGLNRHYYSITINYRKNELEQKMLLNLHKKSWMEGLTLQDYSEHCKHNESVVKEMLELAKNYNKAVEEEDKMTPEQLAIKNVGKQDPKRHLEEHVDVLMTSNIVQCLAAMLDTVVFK
DNMT1 block: human DNMT1 methyltransferase inhibitors, primary screen, biochemical, molecular beacon, fluorescence, HinP1I cleavage, uHTS; DNA (cytosine-5)-methyltransferase 1 (Homo sapiens), P26358; inhibition (reported as % activation of signal), % at 10 µM; 360,000 compounds, 0.83% hits; in the data active = inhibition above about 50%
Scp1 inh: Scp-1 phosphatase inhibitors, primary screen, biochemical, colorimetric, uHTS. Recombinant Scp1, phosphopeptide, malachite green phosphate absorbance. inhibition, % at 20 µM. 340,000 compounds, 0.88% hits. AID 493091, 2011;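 active = inhibition above about 50% at 20 µM, limit read from the data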;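 also: plate controls were DMSO wells with enzyme for no effect and wells lacking enzyme for full effect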
Target sequence (Q9GZU7 76-261 limits assumed): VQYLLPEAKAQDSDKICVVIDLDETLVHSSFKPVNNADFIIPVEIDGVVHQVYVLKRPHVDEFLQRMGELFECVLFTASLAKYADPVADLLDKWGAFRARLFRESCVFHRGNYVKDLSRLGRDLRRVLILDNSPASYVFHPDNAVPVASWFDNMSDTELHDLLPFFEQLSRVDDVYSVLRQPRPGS
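assay system = SCP-1 phosphatase catalytic domain, residues 76-261 | buffer or medium = 50 mM Tris acetate pH 5.5, 0.005% Tween-20, 10 mM MgCl2 | incubation = enzyme reaction 45 min at room temperature, colour 5 min, stabilisation 30 min | signal = Phosphate-binding colour reagent, absorbance read at 630 nm | measure = % inhibition at 20 µM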
LMPTP inh: LMPTP phosphatase inhibitors, primary screen, biochemical, fluorescence intensity, uHTS; recombinant LMPTP-A, OMFP fluorogenic substrate; inhibition, % at 20 µM; 360,000 compounds, 0.22% hits;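 active = compounds that cut the enzyme signal by at least half of the control window in the single-dose screen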;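 also: plate controls were DMSO wells with enzyme plus substrate for no effect and substrate without enzyme for full effect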
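Test system – LMPTP-A enzyme · Amount – LMPTP-A at 0.625 nM final in the reaction · Buffer or medium – Bis-Tris pH 6.0, DTT, detergent · Reagent – OMFP 400 µM · Doses – single 20 µM dose · Schedule – reaction 50 min, room temperature, dark · Detection – fluorescence intensity of OMFP turnover product · Evaluation – percent inhibition versus substrate-only and uninhibited controls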
STEP block: STEP phosphatase inhibitors, primary screen, biochemical, fluorescence intensity, uHTS; inhibition, % at 20 µM; 360,000 compounds, 0.25% hits; recombinant STEP, OMFP fluorogenic substrate; Tyrosine-protein phosphatase non-receptor type 5 (Homo sapiens), P54829;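 active = inhibition at 20 µM, scaled per plate between control wells, above about 37%, limit read from the data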;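 also: 0% = DMSO with enzyme and substrate and 100% = substrate only without enzyme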
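Assay system: isolated STEP enzyme. Buffer or medium: pH 6.0 Bis-Tris with DTT and Tween 20. Also added: fluorogenic phosphatase substrate OMFP at 25 µM final. Dosing: 20 µM, 1% DMSO. Timing: 20 min reaction, room temperature, in the dark. Measured by: fluorescence intensity, excitation 480 nm, emission 540 nm. Evaluation: normalized % inhibition.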
The depositor's hits bear a star; i = inactive; x = no result given. No enrichment for hits; overall some 3.6% were active at least once.

SMILES	SUMO1 PPI mod	Tb MetRS inh	CSN deneddyl inh	NadD inh	PABP1 MLLE inh	Rpn11 block	DNMT1 block	Scp1 inh	LMPTP inh	STEP block
CNC(=O)C1Cc2ccccc2CN1S(=O)(=O)c1cccs1 (stereo not drawn)	-3	0.1	2	-2	1	i	8	-9	-1.5	0
COc1ccc(S(=O)(=O)N2CCC(C(=O)NC3CCCCC3C)CC2)cc1 (stereo not drawn)	2	-0.6	4	-11	2	i	1	-3	1.2	-1
COc1ccccc1OCc1ccc(C(=O)N(C)C)o1	3	0.1	2	-5	9	i	0	1	-0.5	-4
c1ccc(CCCCc2ccccn2)cc1	1	0.2	-3	4	9	i	-2	-2	-1.4	2
CC1(C)CC(=O)C(N=Nc2cccc(S(=O)(=O)N3CCOCC3)c2)=C(O)C1	-43	-0.7	5	-1	3	i	0	2	-0.7	0
Cc1ccc(S(=O)(=O)NCc2ccccc2)cc1C(=O)N1CCCCCCC1	-53	-0.1	-2	1	1	i	-4	-8	-8.7	0
Cc1nn(-c2ccccc2)c(Cl)c1/C=C1\C(=O)N(C)C(=S)N1C	-15	-0.6	12	-3	2	i	-4	-10	2.4	4
Cc1c(CN(C)C(=O)C2CCC(=O)N(Cc3ccccc3F)C2)[nH]c2ccccc12 (stereo not drawn)	0	0.3	-2	1	-7	i	2	x	0.3	-1
O=C(CN(CC1CCCO1)C(=O)CNS(=O)(=O)c1ccccc1)NCc1ccc(F)cc1 (stereo not drawn)	5	-0.3	0	-1	-8	i	-1	-5	-0.6	-2
COCCNC(=O)NC(=O)COC(=O)c1cc([N+](=O)[O-])ccc1Sc1nc(C)cs1	-19	-0.2	2	5	-5	i	12	-3	0.3	-6
Cc1ccc(C(=O)N2c3ccccc3N=C(c3ccccc3)C2C(=O)NC(C)C)cc1 (stereo not drawn)	-8	-1.6	1	x	x	x	x	x	-2.2	x
CCOc1cc(Br)cc(/C=C2\SC(=Nc3ccccc3)NC2=O)c1O	2	-2.0	4	36*	12	i	-14	-9	0.3	1
O=C(NNC1CC(=O)N(c2ccc(Cl)cc2)C1=O)c1ccccn1 (stereo not drawn)	-1	-0.5	-3	2	17	i	0	-5	-3.4	0
O=C(COc1ccc(Cl)cc1)NCc1nnc(SCC(=O)N2CCCc3ccccc32)o1	-2	-0.2	-4	7	-17	i	2	-7	0.0	1
CC(C)CC(C(=O)N1CCc2ccccc2C1)N1C(=O)c2ccccc2C1=O (stereo not drawn)	-2	-1.0	-1	-1	-1	i	-2	-5	-1.1	-10
CCc1cccc(C)c1NC(=O)C1CCCN1C(=O)NCc1ccccc1 (stereo not drawn)	0	-0.3	2	-2	-6	i	0	3	-0.2	-3
Cc1cccc(N2CCN(c3nnnn3-c3ccccc3)CC2C)c1 (stereo not drawn)	3	-0.4	0	6	-7	i	-1	-4	0.2	-10
CC(C)C(=O)Nc1sc2c(c1C(N)=O)CCN(Cc1ccccc1)C2	0	-0.8	0	-6	-1	i	2	-9	-0.8	-2
CC1CCN(C(=O)COc2ccc(S(=O)(=O)N3CCCC3)cc2)CC1	8	-0.4	-1	-2	-6	i	-1	-6	-1.2	10
COC(=O)[C@@]1(Cc2ccc(F)cc2)[C@H]2c3cc(C(=O)N4CCCC4)n(CCN4CCNC4=O)c3C[C@H]2CN1C(=O)c1ccccc1	5	-1.3	-3	-2	x	x	x	x	0.9	x
COc1ccc(NC(=O)NNC(=O)c2cc3occc3n2C)c(OC)c1	3	0.1	-3	-4	2	i	4	-9	-1.6	5
CC(=O)Nc1ccc(S(=O)(=O)NC2CC(=O)N(c3ccc(C)cc3)C2)cc1 (stereo not drawn)	5	-0.1	-4	-4	9	i	1	-9	-1.6	-1
CCCCNC(=O)C1Cc2cc(S(=O)(=O)N3CCCC3)ccc2N1C(C)=O (stereo not drawn)	-4	-0.4	0	0	2	i	2	1	-1.7	-1
O=C(CCC(=O)N1CCOc2ccccc21)NC1CCN(Cc2ccccc2)CC1	-2	-0.9	-2	-2	-14	i	1	2	-0.9	-2
Cc1cc(Oc2ccc(C#N)cc2)nc(NCc2ccccc2)n1	0	-0.4	-1	-3	2	i	-8	0	1.4	1
The list goes on:
SMILES	SUMO1 PPI mod	Tb MetRS inh	CSN deneddyl inh	NadD inh	PABP1 MLLE inh	Rpn11 block	DNMT1 block	Scp1 inh	LMPTP inh	STEP block
CCc1nc(C)c(-c2ccccc2)c(=O)[nH]1	1	0.1	-3	3	11	i	-1	-3	-1.8	-3
COc1ccc(C(=O)NCCc2ccccn2)cc1S(=O)(=O)Nc1ccc(Br)cc1	6	-0.1	-2	5	5	i	-2	-2	-0.9	0
CNS(=O)(=O)c1cccc(C(=O)OCC(=O)Nc2sc3c(c2C#N)CCCCC3)c1	3	-0.4	6	0	-26	i	-2	-3	2.2	-5
O=S(=O)(Nc1ccc(-c2nc3ccccc3o2)cc1)c1ccccc1	8	-0.3	0	-3	-1	i	-5	-15	3.1	-3
c1ccc(CNc2cccnc2)cc1	6	0.0	2	-4	9	i	-1	x	2.7	0
S=C(NCc1ccccc1)NCc1cccc(CNC(=S)NCc2ccccc2)c1	10	-0.2	0	4	-16	i	-8	-3	2.4	0
CC1(C)C2CCC1(CS(=O)(=O)NCc1ccc(C(F)(F)F)cc1)C(=O)C2 (stereo not drawn)	0	0.1	-1	-2	15	i	-2	-12	0.2	-2
Cc1ccc(S(=O)(=O)CC(O)COc2ccc(C#N)cc2)cc1 (stereo not drawn)	0	-0.3	2	9	0	i	1	-9	-0.3	2
CN(C(=O)COC(=O)c1cccnc1Nc1cccc(C(F)(F)F)c1)C1CCS(=O)(=O)C1 (stereo not drawn)	-3	-1.2	2	0	-11	i	-4	-4	1.4	1
CC#CC[N+](C)(C)CCCCCCCCCCCC	-1	-0.3	-2	1	-2	i	7	1	0.5	-1
CC(=O)Nc1n[nH]c(S(=O)(=O)Cc2ccc(Cl)cc2Cl)n1	0	-0.5	0	0	3	i	2	4	-2.0	-2
CCc1nnc(NC(=O)CN2CCN(Cc3cccc(Cl)c3)CC2)s1	5	-0.1	0	-5	-8	i	1	-5	0.2	-2
O=C(O)c1ccc(OS(=O)(=O)c2ccc(Cl)s2)c(Cl)c1	11	0.3	2	-6	6	i	0	-6	-1.1	1
Cc1cc(C)cc(NC(=O)NC(C)C2CCCO2)c1 (stereo not drawn)	2	-0.8	-4	-11	-5	i	-1	3	-0.4	0
COc1ccc(Oc2ccc(S(=O)(=O)N3CCCCC3)cc2S(=O)(=O)N2CCCCC2)cc1	3	0.0	4	3	-7	i	-2	-20	1.9	2
CC(C)OCC(O)CSc1ccccn1 (stereo not drawn)	-1	-0.7	-5	-6	13	i	0	0	-1.0	-2
O=C(NC1CCC(O)CC1)c1ccc(Br)o1 (stereo not drawn)	15	-0.2	-3	1	8	i	-1	-7	0.5	0
Cc1cc(C)cc(N2C(=O)CC(N(C(=O)c3ccco3)c3cc(C)cc(C)c3)C2=O)c1 (stereo not drawn)	0	0.1	-5	-3	-4	i	-4	-10	0.5	0
COc1cccc(-n2nnnc2SCC(=O)N2CCCc3ccccc32)c1	5	-0.4	-2	-12	26	i	-4	-6	0.9	4
CCCCn1cnc2c(SCc3ccccc3Cl)nc(N)nc21	9	-0.2	1	1	-3	i	-10	-4	2.7	0
COc1ccc(N2CCN(C(=O)CCc3nnc4ccc(N5CCCC5)nn34)CC2)cc1	2	-0.2	-2	-1	-16	i	0	-9	-1.2	3
COc1ccc(CCNC(=O)c2ccc(F)c(S(=O)(=O)N3CCCCC3)c2)cc1	3	0.4	-2	0	-4	i	0	x	1.7	0
COc1ccccc1Cc1c(-c2ccc(C)cc2)nc2ccc(Cl)cn12	0	-0.5	1	10	7	i	4	x	-0.1	0
O=C(COC(=O)c1ccccc1F)c1ccc(-n2nncc2-c2ccco2)cc1	-4	-0.2	2	-3	0	i	-4	3	1.0	-5
Cc1sc(NC(=O)CCC(=O)O)c(C#N)c1C	4	0.0	2	-7	15	i	-1	-9	-2.5	0
O=C(c1cc(C2CCCCN2C(=O)OCCF)on1)N1CCOCC1 (stereo not drawn)	-1	-0.2	1	-4	4	i	12	x	-0.9	-1
Cc1cc(NC(=O)Cn2nc3c(cc2=O)CCCC3)ccc1Br	-3	-0.3	2	-3	-8	i	-2	-7	-2.9	0
Cc1nc2ccc(C(=O)NCCCn3ccnc3)cn2c1N(C)CC1CCCCC1	0	-0.2	2	-3	-14	i	2	x	1.3	0

Single records (already shown).
COc1ccc(Oc2ccc(S(=O)(=O)N3CCCCC3)cc2S(=O)(=O)N2CCCCC2)cc1 in the list: SUMO1 PPI mod = 3; Tb MetRS inh = 0.0; CSN deneddyl inh = 4; NadD inh = 3; PABP1 MLLE inh = -7; Rpn11 block = i; DNMT1 block = -2; Scp1 inh = -20; LMPTP inh = 1.9; STEP block = 2
COc1ccc(CCNC(=O)c2ccc(F)c(S(=O)(=O)N3CCCCC3)c2)cc1 in the list: SUMO1 PPI mod = 3; Tb MetRS inh = 0.4; CSN deneddyl inh = -2; NadD inh = 0; PABP1 MLLE inh = -4; Rpn11 block = i; DNMT1 block = 0; Scp1 inh = x; LMPTP inh = 1.7; STEP block = 0
